# TDP1 block: qHTS Assay for Inhibitors of Tyrosyl-DNA Phosphodiesterase (TDP1); Potency, µM (titrated, usually from 130 µM), for inactives: top-dose activity change, negative = inhibition, most hits filed as inhibitors; recombinant TDP1, AlphaScreen DNA substrate cleavage; hit rate 0.28% among 350,000; Tyrosyl-DNA phosphodiesterase 1 (Homo sapiens), Q9NUW8; note: nearly all actives have a fitted effect of over 40% in size
# Target sequence (Q9NUW8 whole entry, looked up): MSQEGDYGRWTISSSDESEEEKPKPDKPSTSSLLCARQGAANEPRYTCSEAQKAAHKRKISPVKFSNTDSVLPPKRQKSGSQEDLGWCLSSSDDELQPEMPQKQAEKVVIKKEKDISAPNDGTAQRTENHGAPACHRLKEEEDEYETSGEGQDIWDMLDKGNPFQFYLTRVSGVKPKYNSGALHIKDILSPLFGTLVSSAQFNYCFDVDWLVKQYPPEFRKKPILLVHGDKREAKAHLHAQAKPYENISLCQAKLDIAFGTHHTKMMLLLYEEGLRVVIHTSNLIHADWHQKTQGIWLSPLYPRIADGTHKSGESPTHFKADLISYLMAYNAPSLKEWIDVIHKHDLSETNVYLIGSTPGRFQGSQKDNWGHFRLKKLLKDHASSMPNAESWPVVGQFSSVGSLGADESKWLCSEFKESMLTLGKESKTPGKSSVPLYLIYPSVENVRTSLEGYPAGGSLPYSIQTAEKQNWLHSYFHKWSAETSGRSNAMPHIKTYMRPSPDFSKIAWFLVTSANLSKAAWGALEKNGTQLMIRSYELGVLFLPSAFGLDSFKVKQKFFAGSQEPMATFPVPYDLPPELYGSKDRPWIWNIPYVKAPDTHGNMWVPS
#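 Tdp1 1 nM final; 15 min RT w/ cpd; substrate 15 nM, 5 min; beads 10 ug/ml, 10 min; AlphaScreen read. Neg ctrl: no enzyme.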
# TDP1 cell noCPT: qHTS for Inhibitors of human tyrosyl-DNA phosphodiesterase 1 (TDP1): qHTS in cells in absence of CPT; DT40 Tdp1-/- hTDP1 cells, no CPT, ATP luminescence, 48 h; Potency, µM (top dose mostly 46.2 µM), for inactives: at the top dose activity change, negative = growth inhibition, actives largely listed as inhibitors; hit rate 15% among 420,000; AID 686978, 2013; note: nearly all actives have a fitted effect of over 55% in size
#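 Camptothecin absent (DMSO only). Human TDP1-complemented DT40 knockout cells, 400 cells/well, 37 °C for minimum 48 hr; ATP measured via CellTiter-Glo, 30 min dark incubation, luminescence.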
# N370S GC: qHTS Assay for Inhibitors and Activators of N370S glucocerebrosidase as a Potential Chaperone Treatment of Gaucher Disease | Lysosomal acid glucosylceramidase (Homo sapiens), P04062 | hit rate 0.092% among 330,000 | N370S GC spleen homogenate, 4MU-glucoside fluorescence | Potency, µM (top dose mostly 59.4 µM), inactives show top-dose activity change, negative = inhibition, actives largely listed as inhibitors;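 note: 0% = full enzyme activity and -100% = no enzyme basal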
# * marks the source's active call; other numbers are inactive results; ? = inconclusive; . = no result given; & = joins results of further samples; [ ] = dose if it differs, or a comment. Calls come from the whole dose curve; as a rule, active = well fitted curve in the direction sought with a large enough effect; inconclusive = small, poorly fitted or top-dose-only effect, or another doubt; inactive = no such curve, though single readings can be large; an effect the other way counts as inactive or inconclusive. Unless noted, % is set by controls: 0 for no effect and ±100 for the full control effect; potency is the fitted concentration of half-maximal effect. Some of the compounds tested; rates above refer to the full screens.
SMILES,TDP1 block,TDP1 cell noCPT,N370S GC
O=C1CCCN1CC(O)CS(=O)(=O)Cc1ccc(Cl)cc1Cl (stereo not given),.,6%,-6%
COc1cc(C(=O)Nc2ccc(S(=O)(=O)N3CCCCC3C)cc2)cc(OC)c1OC (stereo not given),4%,?,0%
CCCn1nc(C(=O)NNC(=O)Cc2ccc(S(=O)(=O)N3CCOCC3)s2)c2ccccc2c1=O,.,-21%,-14%
C[C@@H]1O[C@H](O[C@@H]2\C=C/C=C\C=C/C=C\C[C@H](C)OC(=O)/C=C\[C@H]3O[C@@H]3C[C@H](O)C[C@]3(O)C[C@@H](O)[C@@H](C(=O)O)[C@H](C2)O3)[C@@H](O)[C@H](N)[C@@H]1O (stereo in doubt),16%[21 µM],.,-3%[21.6 µM]
CCSC1=C(C#N)C(c2cccc(O)c2)CC(=O)N1 (stereo not given),0%,-8%,-2%
CCOc1ccc(NC(=O)C2CCN(c3nnnn3-c3ccccc3)CC2)cc1,1%,-25%,-1%
Cc1ccc(SC[C@H](CC(C)C)N2CCN(C)CCC2=O)cc1,5%,?,7%
Cc1ccc(C)c(NC(=O)CN(C)C(=O)CN2C(=O)NC3(CCc4ccccc43)C2=O)c1 (stereo not given),0%[56.1 µM],8.2µM*,.
CC(C)c1ccc2occ(CC(=O)Nc3ccccc3Cl)c2c1,-7%,?,.
CCC(C)[C@H](NC(=O)N1CCn2c1nc1ccccc12)C(=O)NCCc1ccccc1 (stereo not given in full),4%,?,-8%
CCCN1CCC(N(C)CCc2ccc(OC)c(OC)c2)CC1,4%,-2%,10%
Cc1noc(C)c1COC(=O)/C=C/c1ccccc1Cl,-4%,-2%,2%
COC(=O)c1sc(NC(=O)c2ccc(C)o2)nc1C,1%,?,21%
CCCCCCCCNC(=O)c1cnsn1,3%,-23%,8%
CNc1ccccc1C(=O)OC(C)C(=O)Nc1ccc(S(=O)(=O)N2CCCC2)cc1 (stereo not given),-3%,?,?
CCCN1CCN(C(=O)Nc2ccc(OCC)cc2)CC1,1%,33%[activator],-1%
O=C(O)C(c1ccccc1)C1(O)CCCCC1 (stereo not given),0%,-8%,-9%
COc1ccccc1N1CCN(S(=O)(=O)c2cc(-c3cc(C)no3)ccc2C(C)C)CC1,6%,?,1%
O=C(c1cc(-c2ccco2)on1)N1CCCc2ccccc21,9%,-16%,3%
O=C(Nc1ccccc1N1CCN(c2ccccc2)CC1)C1CCCCC1,-2%,-17%,3%
CCCc1c(C(=O)N/N=C/c2ccccc2OCc2ccc(F)cc2)nnn1-c1nonc1N,0%,-23%,-4%
CCOc1cc2[nH]c(=S)n(CCCCC(=O)NCc3ccco3)c(=O)c2cc1OCC,6%,-11%,4%
Cc1ccc2oc(=O)n(CC(=O)c3ccc(F)cc3)c2c1,5%,-17%,4%
CC(C)CN(C(=O)Cn1ccccc1=O)C1CCS(=O)(=O)C1 (stereo not given),0%,5%,.
CCOC(=O)c1c(S(=O)(=O)N2CCCC(C(=O)NCc3ccccc3OC)C2)c(C)n(C)c1C (stereo not given),4%,-1%,.

# Next part.
SMILES,TDP1 block,TDP1 cell noCPT,N370S GC
Cn1ccc(NC(=O)Nc2cccc(C(F)(F)F)c2)n1,-2%,-23%,?
O=C(NCC(c1cccnc1)N1CCc2ccccc2C1)C(=O)Nc1ccc(F)cc1F (stereo not given),0%,18µM*,.
CCOc1ncccc1C(=O)N=C1SCCN1C(=O)c1cccnc1OCC,4%,-21%,3%
CCOC(=O)c1ccc(N2CN(C3CCCCC3)CNC2=S)cc1,-1%,?,-2%
CC1CN(C(c2cccs2)c2sc3ncnn3c2O)CC(C)O1 (stereo not given),5%,5%,1%
Cc1ccc(S(=O)(=O)C2(C(=O)N3CCN(c4ccccc4F)CC3)CC2)cc1,.,-17%,-3%
O=C(Nc1cccc(C(F)(F)F)c1)C1CCCN(S(=O)(=O)c2cccc3nonc23)C1 (stereo not given),-2%,?,.
Cc1ccc(C)c(N2CCN(C(=O)Cn3cccc3)CC2)c1,8%,-22%,2%
CS(=O)(=O)Nc1nc2n(n1)C(c1ccc(F)cc1)CC(c1ccccc1)N2 (stereo not given),4%,22%,6%
O=C(c1cc2nc(-c3ccccc3)cc(-c3ccccc3)n2n1)N1CCCC1,-5%,?,7%
O=C(c1ccc(Cn2cc(Br)cn2)cc1)N1N=C(C(F)F)CC1(O)C(F)F (stereo not given),4%,?,3%
O=C1OCC/C1=C\c1ccc(O)cc1,-4%,-17%,-12%
Cc1ccccc1OCC(=O)N/N=C/c1ccc(Sc2nc3ccccc3s2)o1,1%,16µM*,?
O=C(COC(=O)c1ccc(S(=O)(=O)N2CCCCC2)cc1)NCc1ccccc1,-3%,-25%,.
Cc1nc2nc(-c3ccc(F)cc3)cn2nc1C,.,?,?
CCC1CCCCN1CC(O)Cn1c2ccccc2n2c(=O)cc(C)c(C#N)c12 (stereo not given),-1%,-6%,-7%
CNC(=O)c1cn(-c2ccccc2)c(=O)c2ccccc12,4%,-8%,-4%
COc1cc(NS(=O)(=O)c2ccc(-c3ccc(=O)[nH]n3)o2)cc(OC)c1OC,2%,26%,-1%
O=C(c1cc2ccccc2oc1=O)N(Cc1cccs1)C1CCS(=O)(=O)C1 (stereo not given),2%,-4%,0%
COC(=O)C(C)Oc1ccc(Oc2nc(Cl)ccc2Cl)cc1 (stereo not given),-13%,11%,2%
COc1ccc(Nc2c3c(nc4ccc(NC(=O)/C=C/c5cc(OC)c(OC)c(OC)c5)cc24)CCCC3)cc1OC,12%,1.8µM*,.
COc1ccccc1-n1c(=O)c2c3c(sc2n(Cc2ccccc2F)c1=O)CN(C(C)=O)CC3,5%,-9%,.
CCc1ccc(CSc2nccn2-c2ccccc2)cc1,10%,?,15%
Cc1ccc2c(c1)[nH]c1c(=O)n(Cc3ccccn3)cnc12,7%,-26%,1%
O=C(COc1cc2oc(=O)c3c(c2cc1Cl)CCCC3)NCC1CCC(C(=O)O)CC1 (stereo not given),5%,2%,3%

# Additional structures.
SMILES,TDP1 block,TDP1 cell noCPT,N370S GC
COc1ccc(/C=N/NC(=O)CN(C)C(=O)OCc2ccccc2)cc1OC,1%,-1%,-2%
CCOc1ccc2nc(N3CCC(C(=O)NCCCN4CCOCC4)CC3)sc2c1,.,?,11%
O=C(NCC(c1ccc(F)cc1)N1CCOCC1)c1ccc(C(=O)c2ccccc2)cc1 (stereo not given),-3%,21µM*,-14%
Cc1ccc(C)c(Cn2c(=O)cc(C)c3c(C)nn(-c4cccc(F)c4)c32)c1,-3%,1%,.
O=C(COc1ccccc1[N+](=O)[O-])Nc1cccc(Cl)c1N1CCOCC1,4%,15µM*,28%
Cc1ccc(OC(=O)C(C)c2cccc(C(=O)c3ccccc3)c2)cc1 (stereo not given),-11%,-15%,5%
CCCN1CCc2c(sc3nc(SC)n(-c4ccccc4)c(=O)c23)C1,.,5.8µM*,1%
CCN1CCN(Cc2c(O)ccc3c(=O)c(Oc4ccccc4Cl)c(C(F)(F)F)oc23)CC1,0%,21µM*,.
CCCOC1(NC(=O)c2ccccc2)C(C)=CC(=O)C=C1C,-1%,?,5%
CCOc1cccc2sc(=NC(=O)CCS(=O)(=O)c3ccccc3)n(CC)c12,1%,12µM*,-10%
COc1ccc(C(=O)Nc2nc(N)n(-c3ccccc3)n2)cc1OC,5%,-10%,1%
CC(C)C(=O)Nc1ccc2nc(SCC(=O)N3CCc4ccccc43)sc2c1,-4%,4.1µM*,.
Cc1ccc(S(=O)(=O)N2CCCCC2)cc1NC(=O)C1=NN(c2ccccc2)C(=O)CC1,-1%[56.1 µM],?,.
Cn1c(CNC(=O)Nc2ccccc2Cl)nnc1SCc1ccccc1,4%,-9%,7%
CCOC(=O)c1ccc(NCc2nc3ccccc3[nH]2)cc1,-5%,16µM*,22%
Cc1cc(C)cc(C(=O)N/N=C/c2ccoc2)c1,3%,24%,-5%
COc1ccc(NC(=O)C2CCC(=O)N2C(=O)OCc2ccccc2)cc1 (stereo not given),-1%,1%,-2%
COc1cc(O)c(C(CCN2CCOCC2)c2ccc3c(c2)OCO3)c(OC)c1 (stereo not given),13%,?,-8%&-10%
Nc1ccccc1Sc1ccc(C(=O)c2ccccc2C(=O)O)cc1[N+](=O)[O-],0%,-3%,-2%
O=S(=O)(c1cccs1)N1CCN(c2nc(-c3cccs3)nc3ccccc23)CC1,-1%,20µM*,.
NC(=O)CSc1nc2c(sc3ccccc32)c(=O)n1CCCC(=O)NCC1CCCO1 (stereo not given),-1%,-5%,-1%
Cc1ccc(C)c(NC(=O)CCc2c(C)n(C)c3cc(-c4ccccc4C)nn3c2=O)c1,4%,15µM*,.
Cc1c(OCC(=O)NC(Cc2ccc(Cl)cc2)C(=O)O)ccc2c3c(c(=O)oc12)CCC3 (stereo not given),.,-7%,-1%
O=C1C2C3C=CC(CC3)C2C(=O)N1c1cccc(C(F)(F)F)c1 (stereo not given),4%,-4%,-8%
O=C(Nc1nc2ccccc2n1CCN1CCOCC1)c1ccccc1,.,-25%,-5%

# (continued)
SMILES,TDP1 block,TDP1 cell noCPT,N370S GC
COc1cccc(C=Nc2ccc3c(c2)CCC3)c1O,6%,-8%,-3%
CCCCN1CCCCC1C(=O)Nc1c(C)cccc1C (stereo not given),10%[56.1 µM],-11%&-21%,-4%&-6%
CCC1=Nc2cc(C(=O)NCC3CCCO3)ccc2Sc2ccc(Br)cc21 (stereo not given),5%,3.3µM*,4%
O=C(Nc1ccon1)c1csc2ccccc12,0%,-13%,-3%
Cn1ccsc1=NC(=O)c1ccccc1OC(F)F,0%,3%,-15%
O=C(Nc1nc(-c2ccc(F)cc2)cs1)C1CCCO1 (stereo not given),0%,?,7%
Cc1ccccc1-c1noc(-c2cccnc2N(C)Cc2ccc(Cl)cc2)n1,11%,?,.
CN1CCN(C(=O)c2ccc(CS(=O)(=O)c3c(Cl)cccc3Cl)o2)CC1,0%,-2%,4%
Cn1c(SCC(=O)NCc2ccccc2)nc2ccccc21,1%,-12%,-1%
Cc1ccc(S(=O)(=O)N2CCC(N3CCCCCC3)CC2)cc1,-9%[56.1 µM],-13%,-11%
COc1ccc(N(CC(=O)N2CCN(c3ccc(F)cc3)CC2)S(=O)(=O)c2c(C)n[nH]c2C)cc1,0%&-2%,?,-6%
CCC(=O)N1N=C(c2ccc(C)o2)CC1c1ccc(Br)cc1 (stereo not given),-3%,?,?
CCCCN(CCCC)S(=O)(=O)c1ccc(SCC(=O)OCC)c([N+](=O)[O-])c1,2%,-17%,-16%
CCn1cc(C(=O)O)c(=O)c2cc(F)c(N3CCN(C(=S)NC(=O)c4ccc(OC)cc4)CC3)cc21,79µM*,?,-13%
CCC(C(=O)NC1CCCC1)N(Cc1ccccc1Cl)C(=O)c1snc(C(N)=O)c1N (stereo not given),0%,13µM*,5%
CC(C)(C)OC(=O)C[C@@H]1C/C=C\C[C@H](CC(=O)N(CCO)Cc2ccccc2)C(=O)N2CCC[C@@H]2COC1=O,1%,-23%,.
Cc1ccc(C(c2c(C)n(C)n(-c3ccccc3)c2=O)c2c(C)n(C)n(-c3ccccc3)c2=O)s1,5%,?,4%
O=C(COc1ccc(Cl)cc1Br)Nc1ccncc1,.,10µM*,-12%
CC(C)C(C(=O)C=[N+]=[N-])N1C(=O)c2ccccc2C1=O (stereo not given),2%,-2%,1%
Cc1noc(NS(=O)(=O)c2ccc(N3CC(O)=C(c4ccccc4)C3=N)cc2)c1C,1%,-1%,-3%

# 12 entries from above, bar-delimited:
Molecule | TDP1 block | TDP1 cell noCPT | N370S GC
COc1cccc(C=Nc2ccc3c(c2)CCC3)c1O | 6% | -8% | -3%
CCCCN1CCCCC1C(=O)Nc1c(C)cccc1C (stereo not given) | 10%[56.1 µM] | -11%&-21% | -4%&-6%
CCC1=Nc2cc(C(=O)NCC3CCCO3)ccc2Sc2ccc(Br)cc21 (stereo not given) | 5% | 3.3µM* | 4%
O=C(Nc1ccon1)c1csc2ccccc12 | 0% | -13% | -3%
Cn1ccsc1=NC(=O)c1ccccc1OC(F)F | 0% | 3% | -15%
O=C(Nc1nc(-c2ccc(F)cc2)cs1)C1CCCO1 (stereo not given) | 0% | ? | 7%
Cc1ccccc1-c1noc(-c2cccnc2N(C)Cc2ccc(Cl)cc2)n1 | 11% | ? | .
CN1CCN(C(=O)c2ccc(CS(=O)(=O)c3c(Cl)cccc3Cl)o2)CC1 | 0% | -2% | 4%
Cn1c(SCC(=O)NCc2ccccc2)nc2ccccc21 | 1% | -12% | -1%
Cc1ccc(S(=O)(=O)N2CCC(N3CCCCCC3)CC2)cc1 | -9%[56.1 µM] | -13% | -11%
COc1ccc(N(CC(=O)N2CCN(c3ccc(F)cc3)CC2)S(=O)(=O)c2c(C)n[nH]c2C)cc1 | 0%&-2% | ? | -6%
CCC(=O)N1N=C(c2ccc(C)o2)CC1c1ccc(Br)cc1 (stereo not given) | -3% | ? | ?

# Assay outcomes as filed in PubChem BioAssay.
